TRPN1 ag: agonists of zebrafish TRPN1 channel. HEK293 zebrafish TRPN1-YFP, Fluo-8 calcium fluorescence; 100% = response to 87 µM carbachol. activation, % at 3 µM. 220,000 tested, 0.18% active. AID 1424;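 active means activation above its plate's cutoff, the mean activation of test wells on that plate plus 3 SD, cut at about 19% in these data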;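 further: 0% = DMSO alone and 100% = 87 µM carbachol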
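Control set: carbachol 87 µM as high control, DMSO as low control; system: HEK293 stable line with zebrafish TRPN1-YFP; read-out: % activation versus carbachol response; detection: intracellular calcium fluorescence with Fluo-8; doses: single test compound dose, 3 µM nominal, 0.3% DMSO; schedule: dye 1 h 37 °C plus 30 min RT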
EP2 mod: EP2 receptor (human) modulation; EP2-expressing cells, cAMP HTRF FRET, PGE2 co-stimulation; induction, % at 25 µM; 260,000 tested, 0.83% active;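 active means compounds whose cAMP rise, as percent of the full-agonist control response, exceeds 60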;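 further: rat C6 glioma line stably carrying human EP2 under a CMV promoter; the protocol text gives 20 µM as final concentration; 100% = response of wells given 1 µM PGE2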
Ba/F3 V617F tox: lowers viability of Ba/F3 cells expressing EpoR and JAK2V617F; 220,000 tested, 1.1% active; ATP luminescence; inhibition, % at 5.6 µM;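 active means inhibition above the campaign mean plus 3 SD over all tested compounds, cut at about 24% in these data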;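 further: cytokine-independent growth of Ba/F3 cells driven by EpoR plus mutant JAK2; 0% = DMSO-treated cells and 100% = JAK inhibitor I control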
S1P4 ag: human S1P4 receptor agonism; O95977; S1P4-expressing cell line, agonist reporter assay; activation, % at 4.98 µM; 220,000 tested, 0.35% active; in the data active means activation above about 11%;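 further: 0% = DMSO vehicle and 100% = reference agonist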
Target sequence (O95977 whole entry, looked up): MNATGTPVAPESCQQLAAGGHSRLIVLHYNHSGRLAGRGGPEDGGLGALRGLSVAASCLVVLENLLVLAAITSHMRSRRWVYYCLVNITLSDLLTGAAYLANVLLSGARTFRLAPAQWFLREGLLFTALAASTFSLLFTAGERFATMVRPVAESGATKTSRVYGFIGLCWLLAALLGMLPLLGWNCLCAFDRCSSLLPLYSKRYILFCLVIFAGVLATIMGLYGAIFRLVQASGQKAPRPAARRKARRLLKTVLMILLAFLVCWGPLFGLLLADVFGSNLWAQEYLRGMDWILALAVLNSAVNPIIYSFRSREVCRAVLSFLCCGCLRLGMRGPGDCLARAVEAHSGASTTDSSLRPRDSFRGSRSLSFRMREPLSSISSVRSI
S1P4 antag: blocks the human S1P4 receptor; AID 1510; inhibition, % at 4.98 µM; O95977; 220,000 tested, 0.26% active; S1P4-expressing cells, antagonist mode, reporter read-out; in the data active means inhibition above about 29%;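 further: 0% = wells stimulated with agonist and 100% = vehicle wells without agonist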
m-calpain inh: calpain II (pig) inhibition; purified calpain II, fluorogenic peptide substrate, 30 min; inhibition, % at 16 µM; 220,000 tested, 0.37% active;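 active means inhibition above about 50%, limit read from the data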
BaF3 parental: counter-screen for JAK2V617F inhibitors: parental Ba/F3 viability inhibitors; AID 1486; CellTiter-Glo ATP luminescence; 220,000 tested, 1.1% active; inhibition, % at 5.6 µM;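 active means inhibition above a per-campaign cutoff, the mean inhibition of all tested compounds plus 3 SD, cut at about 27% in these data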;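 further: 0% = DMSO wells and 100% = JAK Inhibitor I control wells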
TRPML3 ag: human mucolipin-3 channel agonism. HEK293 TRPML3-YFP, Fluo-8 calcium fluorescence; 100% = the carbachol control signal. activation, % at 3 µM. 220,000 tested, 0.29% active. AID 1448;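 active means activation above its plate's cutoff, the mean activation of the plate's test wells plus 3 SD, cut at about 12% in these data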;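 further: 0% = DMSO only wells and 100% = carbachol wells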
Target sequence (Q8TDD5 whole entry, looked up): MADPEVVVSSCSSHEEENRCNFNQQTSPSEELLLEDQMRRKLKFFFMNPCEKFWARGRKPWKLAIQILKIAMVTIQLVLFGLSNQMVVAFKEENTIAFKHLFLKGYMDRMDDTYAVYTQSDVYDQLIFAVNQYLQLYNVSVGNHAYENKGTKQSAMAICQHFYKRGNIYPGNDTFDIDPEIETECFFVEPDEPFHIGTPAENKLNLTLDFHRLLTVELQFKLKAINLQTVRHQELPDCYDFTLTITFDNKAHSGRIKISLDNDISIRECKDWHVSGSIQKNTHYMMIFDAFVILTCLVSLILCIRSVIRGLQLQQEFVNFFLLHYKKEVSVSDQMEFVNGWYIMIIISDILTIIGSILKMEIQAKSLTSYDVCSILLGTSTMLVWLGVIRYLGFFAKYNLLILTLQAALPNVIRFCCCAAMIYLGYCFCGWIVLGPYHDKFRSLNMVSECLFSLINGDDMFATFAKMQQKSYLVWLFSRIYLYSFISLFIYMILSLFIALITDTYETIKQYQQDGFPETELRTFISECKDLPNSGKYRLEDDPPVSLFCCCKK
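system = HEK293 cells stably carrying human TRPML3-YFP | doses = one concentration, 3 µM nominal, 0.3% DMSO | timing = dye loading 1 h 37 °C then 30 min ambient, 125 s read | detection = Fluo-8 calcium dye fluorescence, ex 470-495, em 515-575 nm | benchmarks = high control carbachol 87 µM, low control DMSO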
PERK inhibitor: blocks human PERK kinase; Q9NZJ5; CHO PERK-DD fusion, SEAP luminescence translation reporter; inhibition, % at 5.6 µM; 220,000 tested, 0.17% active; AID 1416;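 active means inhibition above the mean inhibition of all tested compounds plus 3 SD, set separately per screening campaign, cut at about 2.9% in these data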;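 further: PERK kinase domain activated by AP20187 dimerizer at 100 nM; 0% = DMSO with dimerizer and 100% = rapamycin at 8.4 µM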
* hit, by the source's call; i = inactive; / = not tested or not shown; & = joins results of further samples. The order is random; about 3.6% have a hit in one of these screens.

A first look:
SMILES	TRPN1 ag	EP2 mod	Ba/F3 V617F tox	S1P4 ag	S1P4 antag	m-calpain inh	BaF3 parental	TRPML3 ag	PERK inhibitor
CC(C)c1ccc(NC(=O)C(c2ccccc2)N2CCN(C=O)CC2)cc1 (stereo not given)	0.5	-2	0	0.8	-2	19	6	-0.3	-0.5
CCN(CC)S(=O)(=O)c1cc(NS(=O)(=O)c2cccc(C(=O)O)c2)ccc1C	1.7	15	3	0.5	4	-4	10	0.0	0.1
CC1(C)CC(N=C2C([N+](=O)[O-])=CC=C3C2=NC2(CCCCC2)N3O)CC(C)(C)N1	0.0	7	-1	1.0	-5	11	-1	0.7	0.6
Cc1nn(C)c(C)c1CNC(=O)/C=C/c1ccccc1F	1.3	0	2	0.2	8	19	2	1.8	-0.3

This part in full, previewed entries included:
SMILES	TRPN1 ag	EP2 mod	Ba/F3 V617F tox	S1P4 ag	S1P4 antag	m-calpain inh	BaF3 parental	TRPML3 ag	PERK inhibitor
CC(C)c1ccc(NC(=O)C(c2ccccc2)N2CCN(C=O)CC2)cc1 (stereo not given)	0.5	-2	0	0.8	-2	19	6	-0.3	-0.5
CCN(CC)S(=O)(=O)c1cc(NS(=O)(=O)c2cccc(C(=O)O)c2)ccc1C	1.7	15	3	0.5	4	-4	10	0.0	0.1
CC1(C)CC(N=C2C([N+](=O)[O-])=CC=C3C2=NC2(CCCCC2)N3O)CC(C)(C)N1	0.0	7	-1	1.0	-5	11	-1	0.7	0.6
Cc1nn(C)c(C)c1CNC(=O)/C=C/c1ccccc1F	1.3	0	2	0.2	8	19	2	1.8	-0.3
O=C(COC(=O)C1CCN(C(=O)Nc2ccccc2)CC1)NCC(F)(F)F	-1.1	4	2	-2.3	-6	-20	7	0.7	2.5
Cc1nc(-c2ccccc2)sc1C(=O)CSc1ccc(Br)cc1	-0.2	-18	-3	2.8	-9	16	2	0.6	0.9
COC(=O)Cc1ccc(NC(=S)NCCSc2ccc(Cl)cc2)cc1	-0.6	-25	0	1.9	5	14	-1	0.3	-0.3
CCC1(C)Cc2c(sc3nc(SC)nc(NCCN(C)C)c23)CO1 (stereo not given)	0.8	-11	10	-2.9	-12	-2	10	0.5	-1.4
O=C(NCc1ccco1)c1ccc(Oc2ccccc2)cc1	-1.6	-13	2	1.4	17	-13	9	-1.1	0.8
Cc1ccc(CC(CC(=O)Nc2cccc(C(F)(F)F)c2)C(=O)O)cc1 (stereo not given)	0.3	10	-6	0.9	5	-25	-2	0.7	1.1
CCCCn1nc(C(=O)Nc2nc3c(s2)CCCC3)c2ccccc2c1=O	0.3	53	-6	2.7	-18	1	1	0.1	-0.2
COc1ccc(NC(=O)Nc2ccc(F)cc2)c(C)c1	-0.3	-44	-2	-1.7	3	8	3	0.3	0.4
COc1ccc(-c2ncncc2-c2csc(C)n2)c(O)c1OC	0.8	23	-2	-0.1	-18	-8	3	0.3	0.6
CS/C(Nc1cc(Cl)ccc1Cl)=C(/C#N)C(=O)c1ccco1	-2.6	-19	3	0.2	-1	42	1	-0.8	2.0
CC(C)OCCCNC(=O)C(NC(=O)c1ccc(Cl)cc1)C(C)C (stereo not given)	-0.9	19	-4	-0.5	-9	-5	-3	-0.1	0.1
CCc1cc(C(=O)OC)c(NC(=O)CC2NCCNC2=O)s1 (stereo not given)	0.8	9	-4	-1.0	-2	-2	1	-0.1	0.6
COc1cccc(N2CC(C)Cn3c2nc2c3c(=O)n(CCN3CCOCC3)c(=O)n2C)c1 (stereo not given)	-1.2	5	-3	0.7	-13	-4	3	-1.0	-0.2
Cc1ccc(CNC(=O)c2ccc(N3CCCC3=O)cc2)cc1	1.6	13	-5	4.9	-8	2	4	-0.3	1.3
CCc1ccc(-c2nc(CN3CCCC(C(=O)O)C3)c(C)o2)cc1 (stereo not given)	0.5	3	-1	0.0	-17	-7	6	-0.2	0.9
Cc1cc2c(cc1C)C(c1cccc([N+](=O)[O-])c1)CC(=O)N2 (stereo not given)	-1.2	7	-2	-0.4	-8	-3	4	0.9	-0.1

Compound profiles, as listed above. Order of values: TRPN1 ag | EP2 mod | Ba/F3 V617F tox | S1P4 ag | S1P4 antag | m-calpain inh | BaF3 parental | TRPML3 ag | PERK inhibitor
Results for CCCCn1nc(C(=O)Nc2nc3c(s2)CCCC3)c2ccccc2c1=O → 0.3 | 53 | -6 | 2.7 | -18 | 1 | 1 | 0.1 | -0.2
Results for CC(C)c1ccc(NC(=O)C(c2ccccc2)N2CCN(C=O)CC2)cc1 (stereo not given) → 0.5 | -2 | 0 | 0.8 | -2 | 19 | 6 | -0.3 | -0.5
Results for CCc1cc(C(=O)OC)c(NC(=O)CC2NCCNC2=O)s1 (stereo not given) → 0.8 | 9 | -4 | -1.0 | -2 | -2 | 1 | -0.1 | 0.6
Results for O=C(NCc1ccco1)c1ccc(Oc2ccccc2)cc1 → -1.6 | -13 | 2 | 1.4 | 17 | -13 | 9 | -1.1 | 0.8
Results for CC(C)OCCCNC(=O)C(NC(=O)c1ccc(Cl)cc1)C(C)C (stereo not given) → -0.9 | 19 | -4 | -0.5 | -9 | -5 | -3 | -0.1 | 0.1

The results go on.
SMILES	TRPN1 ag	EP2 mod	Ba/F3 V617F tox	S1P4 ag	S1P4 antag	m-calpain inh	BaF3 parental	TRPML3 ag	PERK inhibitor
Cc1ccc(S(=O)(=O)N(C)C)cc1NC(=O)Nc1ccccc1F	-0.7	-9	5	-1.6	20	16	2	-0.6	-2.0
O=C1CCCN1CCCNC(=S)Nc1ccc(Br)cc1Cl	-0.4	-10	-2	-0.2	-6	-10	4	0.3	0.8
Cc1ccc(NP(=O)(c2ccc(N(C)C)cc2NC(=O)c2cccs2)N2CCOCC2)cc1 (stereo not given)	0.3	8	0	0.5	-14	-10	4	0.5	-0.1
Cc1ccc(NC(=O)Cc2nnc(SCC(=O)c3ccc(Br)cc3)n2C)cc1Cl	0.7	2	1	-0.9	7	13	4	0.7	0.4
CCOC(=O)N/N=C(C)/C=C/c1ccco1	1.5	17	-4	-0.8	-8	-1	2	0.1	0.5
C/C=C(\C)C(=O)NCCN1C2=NC[C@H](C)N2C[C@@H]1Cc1ccc(OC)cc1	0.3	7	6	-0.3	6	20	-3	-0.6	0.8
Cc1cc2c(ncn2C)c(NS(=O)(=O)c2ccc(Cl)cc2)c1C	0.5	-30	4	0.6	-1	36	1	-0.1	-0.2
CCCCOc1ccc(C(=O)N/C(=C/C=C/c2ccccc2)C(=O)NC)cc1	-0.2	34	1	-0.3	-1	-26	4	-0.1	0.4
NCCCC[C@@H]1NC(=O)c2cc([N+](=O)[O-])cc(F)c2NCCCC[C@@H](C(N)=O)NC(=O)[C@H](CCC(N)=O)NC1=O	-0.5	26	1	0.2	1	-6	2	1.1	-0.1
CC(NCc1cc(Br)ccc1OCC(=O)NCc1ccccc1)c1ccccc1 (stereo not given)	-0.5	8	0	-0.2	-9	19	7	0.4	-0.3
O=C(CNC(=S)NC(=O)c1ccccc1)c1ccccc1	-0.5	-30	-2	-1.2	1	6	2	0.3	0.7
O=C(COc1ccccc1)NC1CCCc2ccccc21 (stereo not given)	-2.7	-64	-3	-0.4	-3	-4	1	-0.5	0.8
O=C(Cn1nnc2ccccc21)c1cccc([N+](=O)[O-])c1	-0.7	-3	-1	-0.8	-4	-7	6	0.1	1.2
Cc1cc(C)cc(NC(=O)CSc2ccc(-c3cccs3)nn2)c1	1.9	-2	1	1.6	-9	30	10	-0.2	0.2
COC(=O)c1ccc(C)c(NC(=O)Cc2ccc([N+](=O)[O-])cc2)c1	0.0	-4	3	1.5	7	6	5	0.7	0.7
NC(=O)CSCc1c(Cl)cccc1Cl	2.1	5	0	-0.2	8	-14	8	0.5	1.0
O=C(CCC1CCCCC1)Nc1ccccc1-c1ccccc1	-1.7	32	-1	1.5	-7	18	8	0.3	0.5
COc1ccc2cc3cc(C(=O)NCc4ccccn4)oc3nc2c1	1.0	-3	-2	1.2	-1	i	6	0.8	-0.5
CCc1ccc(OCC(=O)Nc2cc(S(=O)(=O)CC)ccc2O)cc1	1.4	-5	0	0.2	-13	-24	0	0.2	-0.1
COc1ccc(-c2cnnc(N/N=C/c3ccc(OC)c(OC)c3)n2)cc1	0.2	-63	8	0.6	-11	11	8	0.0	-0.4
Cc1ccc(O)c(NC(=O)CN(C)S(=O)(=O)c2ccc(Cl)cc2)c1	-1.4	-28	1	0.4	8	21	2	-0.8	-0.8
CC1CN(C(=O)CN2C(=O)c3ccccc3C2=O)CC(C)O1 (stereo not given)	-0.2	32	7	2.2	-1	-9	10	0.3	0.3
Cc1nc2sccn2c(=O)c1Br	1.7	23	2	1.7	-5	6	7	0.8	0.8
CSc1nc2nc3c(cc2c(=O)n1-c1ccc(C)cc1)COC(C)(C)C3	3.6	11	-2	-1.2	-1	-18	0	1.6	-1.4
C=CCN1C(=O)CS/C1=N\N=C\c1cccc([N+](=O)[O-])c1	0.5	-62	-1	1.5	-13	-6	1	1.0	0.3
Cc1cc(OC(=O)c2ccc(S(=O)(=O)N(C)C)cc2)cc(=O)o1	-1.4	17	-3	-2.2	8	-47	0	-0.2	0.5
CCOC(=O)CCC(=O)OCC(=O)NC(C)C1CC2CCC1C2 (stereo not given)	-0.8	-9	-3	-0.7	8	-3	1	-0.4	1.0
CN1C(=O)/C(=C2\SC(=S)N(C(CCC(=O)O)C(=O)O)C2=O)c2ccccc21 (stereo not given)	0.5	15	-2	-0.9	5	10	1	0.5	0.4
CCOc1cc(/C=N/O)cc(Cl)c1OC	-1.4	8	-3	0.3	-11	-2	-3	-0.3	0.9
O=C(O)/C=C/c1ccc(-n2ccnc2)cc1	-0.4	-16	1	-0.5	2	-5	-2	0.6	0.5
Cc1ccc(-c2cc(C(=O)NCCc3ccccn3)c3ccccc3n2)c(C)c1	0.6	13	-3	0.5	-27	-8	-1	0.2	-0.1
O=C(CCCC(=O)OCC(Cl)=C(Cl)Cl)Nc1cccc(F)c1	1.1	18	0	-1.0	-58	0	5	1.3	0.8
NC(=O)c1cc2cc(Cl)ccc2oc1=O	0.7	-8&30	0	-0.7	-9	-53	3	0.1	0.2
C=CCn1cc([N+](=O)[O-])nc1C	5.7	13	-3	2.4	-2	7	6	0.5	0.5
N/C(=N\OC(=O)c1ccc(Cl)cc1)c1ccccn1	0.2	0	7	-0.5	-13	19	9	0.0	0.8
O=C(O)c1ccc(/C=N/NC(=O)c2ccc(NS(=O)(=O)c3cccs3)cc2)cc1	1.0	3	-1	-0.2	13	4	-2	6.9	0.0
Cc1cc(/C=C2/SC(=S)N(c3cccc(C(F)(F)F)c3)C2=O)c(C)n1-c1cccnc1	5.5	/	0	0.5	-21	/	12	2.4	1.1
CC(=O)NCCC1CCCCN1Cc1nc(Cc2cccc(C(F)(F)F)c2)no1 (stereo not given)	1.5	-3	0	1.4	-6	-4	4	0.1	0.9
CCN(CC)CCNC(=S)Nc1ccc2nc(N3CCCC3)cc(C)c2c1	1.0	7	1	2.2	-14	-9	1	-0.2	-0.9
COc1ccc(CCNC(=O)CC2SC(N)=NC2=O)cc1OC (stereo not given)	0.1	4	2	1.1	-18	-13	7	1.0	-0.9
